BAZ2B block: BAZ2B (human) inhibition. Q9UIF8. AlphaScreen BAZ2B-H3K14Ac peptide displacement. Potency, µM (doses to about 114 µM), for inactives: at the top dose activity change, negative = inhibition, hits mostly inhibitors. hit rate 4.4% among 360,000. AID 504333; also: potency is read from the fitted curve at half-maximal effect; % is scaled to controls: 0 for no effect and ±100 for the full control effect; nearly all actives have a fitted effect of over 60% in size
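Protein-peptide AlphaScreen: BAZ2B 50 nM, b-H3K14Ac 50 nM, 1x PBS pH 7.4 + 0.01% Tween-20. Preincubation 30 min RT; cpd 30 min RT (top 110 uM); beads 20 min RT, light-protected.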
Pin1 inh: inhibitors of human Pin1. Q13526. Pin1 FP peptide displacement, HiFluor488, 10 min. Potency, µM (doses to about 115 µM), inactives show at the top dose activity, negative = inhibition, most hits filed as inhibitors. hit rate 0.009% among 390,000. AID 504891; active = well fitted inhibition curve with a large enough effect in the polarisation, with a control signal flat, not every such curve was filed as active; inconclusive = small, poorly fitted or top-dose-only effect, or effect the other way, or a change in a side signal; inactive = no such curve, though single readings can be large or run the other way; the % refers to the polarisation; also: potency is read from the fitted curve at half-maximal effect; % is scaled to controls: 0 for no effect and ±100 for the full control effect
Target sequence (Q13526 whole entry, looked up): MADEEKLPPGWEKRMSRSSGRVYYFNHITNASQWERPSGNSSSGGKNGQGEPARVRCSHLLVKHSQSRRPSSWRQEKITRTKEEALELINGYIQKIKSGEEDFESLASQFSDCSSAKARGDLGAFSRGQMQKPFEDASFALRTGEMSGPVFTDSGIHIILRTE
Tb PGK inh: blocks T. brucei phosphoglycerate kinase. P07378. PGK/GAPDH coupled, Kinase-Glo luminescence, 60 min. Potency, µM (top dose mostly 57.5 µM), for the others: top-dose activity change, negative = inhibition, hits mostly inhibitors. hit rate 0.043% among 380,000; also: potency is read from the fitted curve at half-maximal effect; % is scaled to controls: 0 for no effect and ±100 for the full control effect; nearly all actives have a fitted effect of over 60% in size
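Recombinant glycosomal PGK reaction used 1,3-bisphosphoglycerate generated in-well by GAPDH (100nM final) in 100mM TEA pH 7.6, 5mM MgCl2, 0.01% Tween-20. After 60 minutes at room temperature, ATP was read by Kinase-Glo Plus luminescence end-point.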
GLS inh: inhibitors of human glutaminase (GLS) | GLS enzymatic activity, qHTS titration | Potency, µM (top dose mostly 45.5 µM), without a hit: top-dose activity change, negative = inhibition, hits mostly inhibitors | O94925 | hit rate 0.21% among 410,000; also: potency is read from the fitted curve at half-maximal effect; % is scaled to controls: 0 for no effect and ±100 for the full control effect
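Compounds were pin-transferred onto hKGA, after which L-glutamine (1 mM solution) and a detection mix of glutamate oxidase, HRP and Amplex Red were added. Initial and 30 min RT fluorescence reads were collected.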
HP1b chromo inh: inhibitors of HP1-beta chromodomain binding to methylated histone tails. P83916. AlphaScreen HP1-beta / biotin-H3K9me3 peptide binding. Potency, µM (highest dose often 114 µM), without a hit: top-dose activity change, negative = inhibition, actives largely listed as inhibitors. hit rate 0.56% among 390,000. AID 540317; also: potency is read from the fitted curve at half-maximal effect; nearly all actives have a fitted effect of over 70% in size; inactives centre near 23
Target sequence (P83916 whole entry, looked up): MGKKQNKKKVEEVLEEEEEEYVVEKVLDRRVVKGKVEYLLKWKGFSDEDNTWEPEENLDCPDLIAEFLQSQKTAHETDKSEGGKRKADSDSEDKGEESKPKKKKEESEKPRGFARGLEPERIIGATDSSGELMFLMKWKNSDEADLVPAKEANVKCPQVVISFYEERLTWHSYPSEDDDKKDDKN
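HP1-beta protein (50 nM final) preincubated 30 min at room temperature with biotinylated H3(1-18)K9me3 peptide (50 nM) in PBS pH 7.4, 0.01% Tween-20, then compound added for 30 min. AlphaScreen streptavidin donor/nickel chelate acceptor beads (10 ug/mL final), 30 min dark, luminescence read.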
JMJD2A Tudor inh: inhibitors of human JMJD2A Tudor domain. O75164. AlphaScreen JMJD2A-Tudor / H3K4me3 peptide binding. Potency, µM (series often up to 114 µM), for the others: at the highest dose activity change, negative = inhibition, usual class: inhibitors. hit rate 4.4% among 390,000. AID 504339; also: potency is read from the fitted curve at half-maximal effect; % is scaled to controls: 0 for no effect and ±100 for the full control effect; nearly all actives have a fitted effect of over 50% in size
ERG Ets-DNA blk: blocks human ERG Ets domain binding to DNA. fluorescence polarization, His-ERG Ets domain / labelled DNA. P11308. hit rate 0.028% among 370,000. AID 624246. Potency, µM (doses to about 76.9 µM), for inactives: at the top dose FP activity, negative = inhibition, most hits filed as inhibitors; active = well fitted inhibition curve with a large enough effect in the polarisation, with a control signal flat; inconclusive = small, poorly fitted or top-dose-only effect, or effect the other way, or a change in a side signal; inactive = no such curve, though single readings can be large or run the other way; the % refers to the polarisation;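 also: polarization taken with two DNA probes labelled with fluorescein and Texas red; potency is read from the fitted curve at half-maximal effect; % of control where 0% means no effect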
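His-tagged ERG Ets domain (1 uM in the protein solution; 300mM KCl, 50mM Tris-HCl, 1mM EDTA, 1mM DTT, pH 7.5) received compound, then a probe mix of 5 nM fluorescein-DNA and 100nM Texas-615-DNA. Fluorescence polarization was read for both dyes.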
G9a inh: blocks human histone lysine methyltransferase G9a. Q96KQ7. hit rate 8.8% among 350,000. AID 504332. G9a H3K9 monomethylation, AlphaScreen, 2 h. Potency, µM (titrated, usually from 102 µM), inactives show top-dose activity, negative = inhibition, hits mostly inhibitors; also: potency is read from the fitted curve at half-maximal effect; % is scaled to controls: 0 for no effect and ±100 for the full control effect; nearly all actives have a fitted effect of over 75% in size
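G9a (20 nM) was preincubated 15 min with compound, then reacted 2 h at room temperature with 500 nM biotin-H3K9 peptide and 20 µM SAM. Monomethyl-H3K9 detected by AlphaScreen using anti-H3K9me1 antibody.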
PI4K2A inh: blocks human PI4K2A kinase activity; Q9BTU6; purified PI4K2A, ADP-Glo luminescence, 1 h; hits give low values; activity change, negative = inhibition, % at 76.9 µM; hit rate 0.13% among 420,000; AID 1346378; in the data active = activity change below about -50%; inconclusive = mostly about -30% to -49%;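 also: -100% = wells without enzyme as full effect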
Target sequence (Q9BTU6 whole entry, looked up): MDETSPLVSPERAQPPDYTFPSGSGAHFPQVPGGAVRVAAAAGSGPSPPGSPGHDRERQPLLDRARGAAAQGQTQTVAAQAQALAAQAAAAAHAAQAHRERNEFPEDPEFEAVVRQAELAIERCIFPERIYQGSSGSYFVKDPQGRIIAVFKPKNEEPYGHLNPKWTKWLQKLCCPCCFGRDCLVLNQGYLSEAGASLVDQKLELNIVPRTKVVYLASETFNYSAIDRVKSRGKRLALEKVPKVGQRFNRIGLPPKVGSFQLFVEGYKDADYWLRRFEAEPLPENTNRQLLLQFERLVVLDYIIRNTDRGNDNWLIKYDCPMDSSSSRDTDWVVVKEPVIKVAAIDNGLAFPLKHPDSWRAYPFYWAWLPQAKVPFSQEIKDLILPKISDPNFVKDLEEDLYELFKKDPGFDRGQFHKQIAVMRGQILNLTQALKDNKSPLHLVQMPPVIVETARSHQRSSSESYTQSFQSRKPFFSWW
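In this quantitative HTS, ADP production by PI4K2A was quantified luminescently after 1 h at ambient temperature; 100 microM adenosine served as plate-quality control.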
Active calls of the source: *; i = inactive; ? = inconclusive; / = not tested or not shown; & = joins results of further samples; [ ] = dose if it differs, or a comment. Unless noted, calls follow the shape of the dose curve; as a rule, active = well fitted curve in the direction sought with a large enough effect; inconclusive = small, poorly fitted or top-dose-only effect, or another doubt; inactive = no such curve, though single readings can be large; an effect the other way counts as inactive or inconclusive.

Tb PGK inh	Pin1 inh	G9a inh	JMJD2A Tudor inh	PI4K2A inh	ERG Ets-DNA blk	HP1b chromo inh	GLS inh	BAZ2B block	Molecule
i	14.2%	226.5%[activator][59 µM]	189.1%[activator]	2.1	-3.2%	209.8%[activator]	0.8%	133.9%[activator]	CCN(C(=O)c1cc2c(s1)-c1c(C)cccc1OC2)c1ccccc1F
0.4%	-5.0%	20.7%[59 µM]	-16.6%	-2.2	35.5µM*	-7.5%	-13.9%	-26.9%	CCOC(=O)c1c(NC(=O)C2=C(C)NC(=S)NC2c2ccccc2C(F)(F)F)sc(C)c1C (stereo unspecified)
4.2%	9.5%	?	-6.9%	2.6	-2.8%	41.8%[activator]	0.2%	-8.6%	CCc1noc(C)c1C(=O)N(CCOC)c1c(N)n(CC(C)C)c(=O)[nH]c1=O
-3.2%	6.2%	39.8µM*	-16.2%	2.5	1.7%	48.2%	-1.9%	0.5%	Cc1csc(NC(=O)C2CCCC2)n1
15.0%	-2.2%	?	?	3.1	1.4%	-17.1%	4.6%	-28.6%	CC(=O)/C(N=Nc1cc2c(c([N+](=O)[O-])c1C)C(C)(C)CC2(C)C)=C(\C)O
i	-6.6%	9.1%	-5.4%	4.6	-6.6%	15.9%	4.1%	-10.2%[57.1 µM]	Cc1c(C(=O)NC(c2ccccn2)C(F)(F)F)oc2c(F)cccc12 (stereo unspecified)
2.3%	-9.3%	17.0%[59 µM]	9.7%	-0.8	0.3%	24.9%	3.2%	5.7%	CC(C)(C)c1ccc(CS(=O)CC(O)CO)cc1 (stereo unspecified)
-3.4%	-13.2%	/	?	-61.4*	-12.2%	-0.7%	-12.0%	-2.4%	CC1=NN(c2ccc(S(=O)(=O)O)cc2Cl)C(=O)C1
0.6%	-18.2%	?	-10.0%	2.3	-5.3%	41.9%[activator]	-3.7%	-22.4%	O=C(NC(Cc1ccccc1)C(=O)O)/C(=C\c1ccco1)NC(=O)c1ccccc1Br (stereo unspecified)
i	-4.0%	10.4%[0.501 µM]	-5.0%	-2.2	10.3%	41.6%[activator]	-2.3%	15.1%	Cc1onc(-c2c(Cl)cccc2Cl)c1C(=O)NCc1ccc(S(N)(=O)=O)cc1
7.5%	3.3%	5.8%[59 µM]	1.4%	-0.2	12.4%	12.9%	0.6%	-7.1%	CC(=O)Nc1ccccc1OC(C)C(=O)NC(C)c1ccc(F)cc1 (stereo unspecified)
7.7%	-7.0%	/	-6.9%	3.3	-4.2%	36.7%	4.8%	-10.6%	COc1ccccc1C(=O)Nc1ccnn1C1CCN(Cc2cnn(C)c2C)CC1
-0.2%	-5.0%	?	-9.2%[11.4 µM]	6.9	-0.2%	67.6%[activator]	-14.8%	-8.2%	N#CCCN(CC(=O)O)S(=O)(=O)c1ccccc1
i	-0.3%	-30.3%[59 µM]	-16.7%	1.0	-0.1%	16.2%	-11.7%	-10.5%	COc1ccc(C(CNC(=O)COc2ccc(C)cc2)N2CCCCC2)cc1 (stereo unspecified)
11.5%	-0.6%	13.0%[12.7 µM]	-17.6%	4.5	-19.1%	23.2%	-9.5%	4.1%	Cc1ccc(-c2csc3nnc(SCC(=O)NCc4ccc5c(c4)OCO5)n23)cc1
-2.9%	-3.2%	-10.0%[59 µM]	-15.0%	4.2	-4.2%	32.9%[activator]	1.3%	12.1%	CC(=O)c1nn(-c2cccc(Br)c2)cc1C(=O)c1ccco1
-6.1%	0.3%	6.2%[59 µM]	-0.4%	-3.8	5.8%	26.4%	3.7%	-2.8%	COc1ccc(OCC(=O)N2N=C(C(F)F)CC2(O)C(F)F)cc1 (stereo unspecified)
-8.7%	-2.4%	42.0%[59 µM]	-4.2%	3.6	6.5%	28.7%	1.6%	-37.8%	COC(=O)c1ccc(COC(=O)CNS(=O)(=O)c2ccc(C)cc2)cc1
/	?	6.4%[0.501 µM]	-9.2%	-0.2	/	22.3%	-5.9%	?	Cc1cc(-c2ccccc2)c2c3c(c(-c4ccccc4)n2n1)c(=O)n(C)c(=O)n3C
-9.5%&-1.2%	-11.3%&12.0%	-8.6%&0.5%	-18.9%&-16.8%	0.2&-8.2	18.1%&4.7%	31.1%&17.5%	6.8%&1.8%	2.7%&-0.8%	CCN(CC)N=Nc1ccc(S(=O)(=O)Nc2nc(C)cc(C)n2)cc1
9.1%	2.5%	-3.1%[59 µM]	-35.4%	-1.4	4.7%	13.9%	6.9%	-8.9%	Cc1cc(/C=C(\C#N)C(=O)Nc2ccccc2)c(C)n1-c1ccc(F)cc1
15.5%	0.8%	?	4.1%	0.2	-2.2%	32.2%	-4.9%	1.4%	O=S(=O)(c1ccc(=S)[nH]c1)N1CCCCCC1
3.5%	11.8%	-25.7%	-14.7%	3.7	4.1%	21.5%	0.0%	-18.1%	COc1ccc(N=Cc2c(O)n(-c3ccc(OC)cc3)c(=O)c3ccccc23)cc1
12.8%	2.3%	-26.2%	-19.6%	-6.2	0.9%	16.0%	0.0%	-1.0%	COc1ccc(C2c3c(C)nn(-c4ccccc4)c3NC(=O)N2c2ccccc2)cc1 (stereo unspecified)
1.6%	-0.9%	3.8%[59 µM]	-26.6%	-0.8	4.8%	36.4%[activator]	-1.2%	-1.3%	COc1ccc(N2CCN(c3ncnc4c3cnn4-c3ccc(C)c(Cl)c3)CC2)cc1
i	5.1%	8.91µM*	-20.0%	-2.6	0.2%	-4.1%	16.8%	12.7%	CCN(CC)c1ccc(NC(=O)CCN2C(=O)c3ccccc3S2(=O)=O)c(C)c1
-1.0%[11.5 µM]	-0.3%	-32.1%[12.7 µM]	-8.3%	-0.1	/	31.0%[activator]	10.0%	8.0%	COc1ccccc1N1CCN(C(=O)Oc2ccccc2)CC1
i	-0.5%	24.9%[59 µM]	-7.5%	2.1	0.0%	15.5%	10.8%	9.3%	CCCN(CC1CC1)C(=O)Nc1ccccc1C
0.8%	-4.1%	?	-10.4%	9.0	-1.7%	17.9%	11.9%	?	OC(COCC1COc2ccccc2O1)CN1CCN(c2ccccc2F)CC1 (stereo unspecified)
-3.1%	4.3%	3.16µM*	5.62µM*	-2.0	-3.3%	46.9%[activator]	1.0%	7.0%	CCC(C)n1c(-c2cccc(S(=O)(=O)N3CCOCC3)c2)n[nH]c1=S (stereo unspecified)
3.4%	6.1%	-0.7%[59 µM]	1.0%	4.7	-3.9%	20.0%	-5.0%	2.4%	O=C(Nc1ccccc1)/C(=C/c1ccc(F)cc1)NC(=O)c1ccco1
-10.5%	?	-25.5%[12.7 µM]	-28.2%	-6.2	12.7%	25.8%	-1.1%	-9.3%	Cc1cc2c(=O)n(Cc3ccco3)c(SCC(=O)c3ccc(Cl)s3)nc2s1
-4.6%	?	/	-9.7%	-0.3	21.8%	20.7%	-0.7%	/	C=CCC[C@H](Cc1ccc(F)cc1)C(=O)OC[C@@H](NC(=O)[C@H](CC=C)CC(=O)NCCO)c1ccccc1
10.2%	7.3%	39.8µM*	-21.5%	3.4	-6.5%	26.6%	7.9%	1.4%	O=C(NCCN1CCCC1)c1ccc2c(c1)N(Cc1ccc(F)cc1)C(=O)c1ccccc1S2=O (stereo unspecified)
-14.6%	2.1%	?	-20.6%	0.2	7.1%	24.4%	1.5%	-35.4%	NS(=O)(=O)c1ccc(NC(=S)NC(=O)C2CCCCC2)cc1
-9.7%	-2.6%	15.7%[59 µM]	-16.3%	0.6	-14.4%	29.8%	-2.8%	-0.6%	CCn1c(=N)n(CC(O)c2ccccc2)c2ccccc21 (stereo unspecified)
-1.9%	1.7%	-2.4%[2.33 µM]	-12.1%	2.0	-15.3%	32.4%	0.5%	-6.0%	Cc1ccnc(NC(=O)c2ccc(Cl)c(S(=O)(=O)N3CCCCC3)c2)c1
-1.2%	-4.5%	?	-17.5%	0.4	6.1%	-2.4%	-1.1%	?	CC(=O)Nc1sc(C)c(C)c1CN1CCN(S(=O)(=O)c2ccccc2)CC1
i	2.0%	8.2%	0.4%	5.5	1.1%	25.8%[57 µM]	3.7%	9.5%	O=C(CCC1CCCN(C(=O)c2cc(C3CC3)[nH]n2)C1)N1CCN(c2ccccn2)CC1 (stereo unspecified)
6.1%	6.3%	-12.5%[59 µM]	?	3.7	-11.1%	12.2%	0.6%	-36.9%	CCO[C@@H]1OC(C(=O)N2CCN(Cc3ccc4c(c3)OCO4)CC2)=C[C@H](c2ccc(Br)cc2)[C@H]1CCCO
-0.3%	-4.4%	/	-4.5%	-0.4	-2.6%	15.3%	20.7%	/	O=C(O)CCn1c(SCCc2ccccc2)nc2ccccc21
0.9%	3.0%	-43.8%[59 µM]	-9.8%	9.1	2.7%	25.2%	11.0%	-2.2%	CCCNC(=O)NC1C(NC(=O)NCCC)N(C)C(=O)N1C (stereo unspecified)

Source: PubChem BioAssay (National Center for Advancing Translational Sciences (NCATS))
